# EPAC2 antag: antagonists of human EPAC2. EPAC2 GEF exchange of Rap1B-BODIPY-GDP, fluorescence. Q8WZA2. Potency, µM (series often up to 114 µM), without a hit: at the top dose activity, negative = inhibition, most hits filed as inhibitors. 0.18% of 360,000 active. AID 720708; also: % is scaled to controls: 0 for no effect and ±100 for the full control effect; nearly all actives have a fitted effect of over 45% in size; many of its hits are not listed in these tables
# Target sequence (Q8WZA2 whole entry, looked up): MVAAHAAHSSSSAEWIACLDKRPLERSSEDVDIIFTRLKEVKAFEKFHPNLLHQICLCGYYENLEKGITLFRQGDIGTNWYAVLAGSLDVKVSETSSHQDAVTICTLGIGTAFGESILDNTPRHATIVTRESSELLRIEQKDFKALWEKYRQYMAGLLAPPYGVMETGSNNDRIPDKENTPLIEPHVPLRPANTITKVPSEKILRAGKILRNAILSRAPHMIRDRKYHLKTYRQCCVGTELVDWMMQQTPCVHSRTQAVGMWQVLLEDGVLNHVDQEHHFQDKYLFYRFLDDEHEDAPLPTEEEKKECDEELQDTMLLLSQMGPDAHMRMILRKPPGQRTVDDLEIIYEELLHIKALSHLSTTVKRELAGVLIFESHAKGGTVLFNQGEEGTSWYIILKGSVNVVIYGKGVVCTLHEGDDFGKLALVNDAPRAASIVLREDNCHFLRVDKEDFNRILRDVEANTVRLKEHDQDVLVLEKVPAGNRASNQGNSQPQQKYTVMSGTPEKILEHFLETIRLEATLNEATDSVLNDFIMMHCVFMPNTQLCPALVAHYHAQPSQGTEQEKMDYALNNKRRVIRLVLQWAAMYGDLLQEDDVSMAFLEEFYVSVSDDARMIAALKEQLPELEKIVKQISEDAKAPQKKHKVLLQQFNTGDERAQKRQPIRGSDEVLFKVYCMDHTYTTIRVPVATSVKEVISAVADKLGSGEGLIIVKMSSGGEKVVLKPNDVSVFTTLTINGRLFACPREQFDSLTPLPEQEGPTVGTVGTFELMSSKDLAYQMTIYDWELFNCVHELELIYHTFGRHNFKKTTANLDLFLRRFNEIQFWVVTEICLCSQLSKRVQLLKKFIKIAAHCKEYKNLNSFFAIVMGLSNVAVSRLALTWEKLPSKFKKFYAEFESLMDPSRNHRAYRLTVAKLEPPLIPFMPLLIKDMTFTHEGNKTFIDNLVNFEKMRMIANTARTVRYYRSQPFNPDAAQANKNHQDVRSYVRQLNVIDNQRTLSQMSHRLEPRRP
# Nrf2 inh: Nrf2 pathway inhibition | A549 ARE-Fluc reporter, luciferase luminescence, 18-24 h | Potency, µM (titrated, usually from 46 µM), for inactives: top-dose activity change, negative = inhibition, hits mostly inhibitors | 2.1% of 360,000 active; also: % is scaled to controls: 0 for no effect and ±100 for the full control effect; nearly all actives have a fitted effect of over 60% in size
#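 Two sequential reads on A549 ARE_Fluc cells exposed to compound for 18-24 h: a CellTiter-Fluor fluorescence read for viability, then a luciferase luminescence read for Nrf2/ARE activity.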
# Nrf2 ARE act: Nrf2 pathway activation | AREc32 ARE-luciferase reporter (MCF7-derived line), luminescence, 24 h | 0.31% of 410,000 active | Potency, µM (doses to about 46.1 µM), without a hit: at the highest dose activation, hits mostly activators | AID 624171; also: % of control where 0% means no effect; nearly all actives have a fitted effect of over 65% in size
#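 Reporter line AREc32 (ARE-Fluc), seeded overnight in OPTI-MEM with 5% FBS; compound pin-transferred, 24 hr at 37 deg C, 5% CO2; luminescent read-out.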
# A549 tox: kills or reduces viability of A549 cells in Nrf2 counter-screen. A549 ARE-Fluc cells, CellTiter-Fluor viability, 18-24 h. Potency, µM (top dose mostly 46 µM), without a hit: top-dose activity change, negative = cytotoxicity, usual class: inhibitors. 0.16% of 390,000 active. AID 504648; also: % is scaled to controls: 0 for no effect and ±100 for the full control effect
#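 A549 ARE_Fluc cells in 5% FBS OPTI-MEM were exposed to compounds in concentration-response for 18-24 h at 37 deg C. Viability was read by CellTiter-Fluor fluorescence (Ex 405/Em 525) after 30 min, before the luciferase read.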
# HepG2 tox: kills HepG2 cells in TGF-b inhibitor counter-screen | HepG2 CAGA-GFP viability, ATP luminescence, 18 h | Potency, µM (highest dose often 46.1 µM), without a hit: top-dose activity change, negative = cytotoxicity, hits mostly cytotoxic | 0.76% of 410,000 active | AID 588856; also: some results filed as inactive show a strong effect at the top dose
#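 HepG2 CAGA-GFP cells (1000/well, DMEM with 1% FBS) received compound, then TGF-beta at 500 pg/mL final, and were incubated 18 hours at 37 degrees C. Viability was read by CellTiter-Glo luminescence. Media-only wells were set as complete cell-killing and DMSO as no toxicity.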
# ATXN2 expr inh: inhibitors of ATXN2 expression. AID 1745845. HEK-293 ATXN2-luciferase reporter, luminescence, 24 h. 0.72% of 360,000 active. Potency, µM (doses to about 57 µM), for the others: at the highest dose activity change, negative = inhibition, hits mostly inhibitors; also: % is scaled to controls: 0 for no effect and ±100 for the full control effect; nearly all actives have a fitted effect of over 55% in size
#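 ATXN2-luciferase reporter cells (luciferase flanked by upstream and downstream ATXN2 gene portions) were treated 24 h at 37 °C with compounds at up to 57 uM. SteadyGlo luminescence gave expression; GF-AFC fluorescence gave viability.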
# TGFb SMAD3 inh: inhibitors of TGF-b signaling. AID 588855. HepG2 CAGA-GFP TGF-b/SMAD3 reporter, GFP fluorescence, 18 h; TGF-beta stimulated, 500 pg/mL final. 1.2% of 410,000 active. Potency, µM (series often up to 46.1 µM), for the others: at the highest dose activity, negative = inhibition, hits mostly inhibitors; also: % is scaled to controls: 0 for no effect and ±100 for the full control effect; nearly all actives have a fitted effect of over 65% in size
#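 GFP signal (ex488/em500-530) from TGF-beta-stimulated HEPG2 CAGA-GFP cells, 500 pg/mL final, 18 h at 37 degrees C in DMEM plus 1% FBS, normalized to unstimulated and DMSO-stimulated controls.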
# S2 tox: cell viability loss in ATXN counter-screen; S2 cells (HEK-293 line with an ATXN2-luciferase reporter) viability, CellTiter-Fluor protease fluorescence, 24 h; AID 651635; Potency, µM (highest dose often 56.7 µM), most hits filed as cytotoxic; 0.49% of 400,000 active; also: nearly all actives have a fitted effect of over 40% in size
# MCF10A rereplic: induces DNA re-replication in MCF 10a normal breast cells | 2.9% of 350,000 active | MCF 10A DNA re-replication, Hoechst nuclear intensity, 48 h | AID 624296 | Potency, µM (doses to about 46.1 µM), without a hit: at the top dose activity, positive = re-replication, usual class: activators; also: % of control where 0% means no effect; nearly all actives have a fitted effect of over 50% in size
# * hit, by the source's call; i = inactive; ? = inconclusive; · = no result given; [ ] = another dose, or the depositor's remark. Calls follow the shape of the dose curve; as a rule, active = well fitted curve in the direction sought with a large enough effect; inconclusive = small, poorly fitted or top-dose-only effect, or another doubt; inactive = no such curve, though single readings can be large; an effect the other way counts as inactive or inconclusive. Potency is read from the fitted curve at half-maximal effect. This is a subset, so the mix of outcomes need not match the whole.
SMILES,EPAC2 antag,Nrf2 inh,Nrf2 ARE act,A549 tox,HepG2 tox,ATXN2 expr inh,TGFb SMAD3 inh,S2 tox,MCF10A rereplic
COc1cccc(NC2=NCCCS2)c1,-1%,1%,2.2%,-4%,-34%,10%,-7%,i,1%
CN1CCC(OC(=O)Cc2ccccc2)CC1,0%[57.1 µM],-3%,0.0%,-3%,21%,·,9%,i,-2%
CN(C)C(=O)Oc1cccc(OCc2n(C)c3ccccc3[n+]2C)c1,-1%,-7%,-0.8%,2%,-4%,0%,-27%,i,5%
O=C(COc1ccc2ccc(=O)oc2c1)N1C[C@H]2C[C@@H](C1)c1cccc(=O)n1C2,5%,5%,1.1%,1%,-4%,3%,14%,i,-3%
Cc1cccc(C)c1-n1nnnc1C(c1ccnc2ccccc12)N1CCC2(CC1)C(=O)NCN2c1ccccc1 (centres undefined),22%,·,-0.2%,·,-10%,?,?,·,·
CCOc1ccc(CN(CCc2ccc3c(c2)OCO3)Cc2ccc(CC)cc2)cc1,·,0%,-0.4%,-3%,-23%,·,-9%,·,·
O=C(COC(=O)Cc1ccccc1)NCCNC(=O)COC(=O)Cc1ccccc1,-6%,9%,-0.6%,-4%,5%,11%,-15%,i,1%
CNC(=O)Oc1ccc(C(=O)N2c3ccccc3NC(=O)C2C)cc1 (centres undefined),7%,-1%,2.4%,4%,0%,·,3%,i,-8%
CCOC(=O)[C@]12Cc3cc(OC)ccc3[C@H]1N(CC(=O)OC)C(=O)c1cc(OC)ccc12,-12%,·,-2.5%,·,·,20µM*,·,13µM*,·
CC(Cc1cnccn1)NCc1c(C(=O)N2CCCCCCC2)nc2ccc(Cl)cn12 (centres undefined),8%,20%,-0.6%,-3%,4%,6%,-6%,i,-3%
OC(c1ccccc1)(c1ccc(Cl)cc1)C1CN2CCC1CC2 (centres undefined),2%,-2%,4.5%,2%,-66%,-13%,0%,i,?
Cc1nn(Cc2ccccc2)c(Cl)c1C(=O)OCC(=O)Nc1cccc2ccccc12,-5%,0%,-0.4%,3%,3%,-24%,-2%,i,?
CN1C(=O)C(=Cc2ccc(Sc3ccccc3)o2)C(=O)N(C)C1=S,5%,10%,2.7%,1%,-31%,-4%,-17%,i,-6%
O=C(c1cc2cc(F)ccc2[nH]1)N1CCC2(CC1)OCCO2,2%,?,14%,6%,-24%,·,11%,i,4%
CCOc1ccc(Cl)cc1CNCCc1ccc(F)cc1,1%,-2%,0.1%,-11%,-39%,-16%,-26%,?,?
C/C(=N\OC(=O)NC(C)C)c1sc(-c2ccccc2)nc1C,-4%,-1%,4.6%,1%,0%,76%[activator],31%[activator],i,4%
CCC1(c2ccccc2)C(=O)N(C)C(=O)N(C)C1=O,10%,-1%,-0.1%,-1%,16%,-4%,13%,i,-5%
CC/C(CC(c1ccccc1)c1c(O)c2ccccc2oc1=O)=N\NC(N)=S (centres undefined),4%,-10%,-1.0%,-1%,-2%,0%,?,?,?
CCN1C(=O)/C(=C2\C=Cc3ccccc3N2CC)OC1=S,1%,-19%,0.6%,-5%,-4%,-13%,1%,?,?
c1ccc(N2[C@@H]3CC[C@H]2c2ccccc2C3)cc1,?,·,0.5%,·,-5%,1%,5%,i,·
O=C(NC1CC2CCCC(C1)N2)c1ccccc1 (centres undefined),0%,7%,0.1%,-2%,0%,-1%,2%,i,2%
COc1ccc(C2C3C=CC(C3)C2C(=O)O)cc1 (centres undefined),5%,·,-0.3%,·,-17%,·,-10%,i,·
Cc1ccc(Cn2cccc(C(=O)Nc3nc4ccc(C)cc4s3)c2=O)cc1,·,·,0.2%,5%,-22%,11%,-10%,i,·
O=c1c2ccccc2nc(/C=C/c2ccc(F)cc2)n1-c1ccccn1,-4%,1%,-0.3%,1%,5%,7%,-4%,i,0%
COc1ccc(C(=O)C23CN4CN(CN(C4)C2)C3)cc1,1%,0%,0.1%,-8%,-33%,4%,?,i,-1%
CCn1c(O)c(C=Nc2ccc(S(N)(=O)=O)cc2)c(=O)[nH]c1=S,6%,2%,0.3%,-11%,-89%,-6%,10%,i,-4%
Cn1cc(C(=O)NP(=O)(N2CCOCC2)N2CCOCC2)c2ccccc21,0%,12%,0.2%,-2%,-27%,14%,-22%,i,24%
O=c1[nH]c(O)c(C=NCCc2ccccc2)c(=O)[nH]1,4%,0%,-1.2%,4%,22%,13%,-6%,i,26%
Cc1ccc(N2C(=O)N(CC(=O)N3CCc4ccccc43)C(=O)C2C)cc1 (centres undefined),-2%,·,-0.1%,·,10%,·,-1%,?,·
Cc1ccc(N2C(=O)/C(=C/c3ccc(CN(CCC#N)S(C)(=O)=O)o3)C(=O)NC2=S)cc1,-12%,9%,2.2%,-15%,7%,19%,1%,i,-6%

# 3 of these compounds, reformatted.
O=C(NC1CC2CCCC(C1)N2)c1ccccc1 (centres undefined)
  EPAC2 antag = 0%
  Nrf2 inh = 7%
  Nrf2 ARE act = 0.1%
  A549 tox = -2%
  HepG2 tox = 0%
  ATXN2 expr inh = -1%
  TGFb SMAD3 inh = 2%
  S2 tox = i
  MCF10A rereplic = 2%
CCN1C(=O)/C(=C2\C=Cc3ccccc3N2CC)OC1=S
  EPAC2 antag = 1%
  Nrf2 inh = -19%
  Nrf2 ARE act = 0.6%
  A549 tox = -5%
  HepG2 tox = -4%
  ATXN2 expr inh = -13%
  TGFb SMAD3 inh = 1%
  S2 tox = ?
  MCF10A rereplic = ?
Cc1ccc(N2C(=O)N(CC(=O)N3CCc4ccccc43)C(=O)C2C)cc1 (centres undefined)
  EPAC2 antag = -2%
  Nrf2 inh = ·
  Nrf2 ARE act = -0.1%
  A549 tox = ·
  HepG2 tox = 10%
  ATXN2 expr inh = ·
  TGFb SMAD3 inh = -1%
  S2 tox = ?
  MCF10A rereplic = ·

# Additional records:
SMILES,EPAC2 antag,Nrf2 inh,Nrf2 ARE act,A549 tox,HepG2 tox,ATXN2 expr inh,TGFb SMAD3 inh,S2 tox,MCF10A rereplic
COc1ccc(-c2nn(CCC#N)cc2C(=O)NCc2ccccc2)cc1OC,1%,2%,0.3%,-1%,11%,·,17%,i,0%
CN1CCN2c3ccc(N)cc3CC3(C(=O)NC(=O)NC3=O)C2C1 (centres undefined),-3%,-4%,-0.6%,0%,1%,-30%,-4%,i,5%
O=C(CCl)Nc1sccc1C(=O)c1ccccc1,-3%,-2%,?,3%,-166%,-32%,?,?,?
C[n+]1c2ccccc2nc2ccc(NCCO)cc21,?,?,0.2%,16µM*,-36%,-34%,-8%,13µM*,-2%
O=C(CCN1CCCCC1)Nc1ccc(Cl)cc1C(=O)c1ccccc1,8%,3%,4.8%,-2%,-17%,-12%,-1%,i,1%
O=C(Cc1ccccc1)Oc1ccccc1N1C(=O)CCC1=O,2%,3%,-0.8%,-11%,-6%,-31%,-2%,i,5%
COc1ccc(-n2c(O)c(C=Nc3c(C)n(C)n(-c4ccccc4)c3=O)c(=O)[nH]c2=O)cc1,-8%,0%,0.1%,0%,-27%,5%,1%,i,-3%
COC(=O)C1=C(c2c(C)noc2C)C[C@@H]2CC[C@H]1N2C(=O)NCCNC(C)=O,1%,?,-0.6%,2%,-5%,14%,14%,i,0%
COc1ccc(C=C2C(=O)NC(=S)NC2=O)cc1,-4%,-10%,2.1%,1%,-4%,3%,-1%,i,0%
Fc1ccc(CNCCc2ccc3c(c2)OCO3)cc1,-3%,?,-1.0%,-6%,-33%,·,-7%,·,0%
CN1CCN(C(=O)Cc2nc3ccccc3[nH]2)CC1,2%,10%,-0.6%,6%,-3%,15%,10%,i,6%
CC/C(=N\NC(=O)Nc1ccccc1)c1c(O)n(Cc2ccccc2)c(=O)[nH]c1=O,-2%,8%,2.9%,5%,0%,-12%,3%,i,8%
Clc1ccc(CCC(Cn2ccnc2)Sc2c(Cl)cccc2Cl)cc1 (centres undefined),?,?,-2.8%,-26%,13µM*,?,?,?,?
O=C1NC(=O)C2(CCCC2)C(=O)N1,0%,-7%,0.3%,-3%,1%,2%,-15%,i,-21%
CCCOc1ccc(N2C(=O)CC(N3CC=C(c4ccccc4)CC3)C2=O)cc1 (centres undefined),12%,-11%,-0.2%,4%,17%,-3%,1%,i,3%
CCCCP(=O)(O)c1ccccc1,-6%,-12%,2.4%,-1%,8%,-9%,8%,i,2%
O=C(C1CC(=O)N(C2CCCCC2)C1)N1CCC2(CC1)OCCO2 (centres undefined),25%,?,1.8%,-2%,0%,22%,15%,i,0%
CC1(C)CC(CCNCc2ccc3c(c2)OCO3)(Cc2ccccc2)CCO1 (centres undefined),1%,?,8.0%,1%,-27%,-29%,8%,i,?
Cc1ccc(N2C(=O)NC(=O)/C(=C\c3cc(C)n(-c4cc(C(=O)O)cc(C(=O)O)c4)c3C)C2=O)cc1,-23%,2%,2.3%,5%,-8%,-4%,-30%,i,-1%
Cc1cc(C)[n+](CCCC[n+]2c(C)cc(C)cc2C)c(C)c1,1%,10%,-0.4%,1%,21%,4%,22%,i,-1%
CCC(C)n1c(O)c(/C=N/Nc2ccccc2)c(=O)[nH]c1=S (centres undefined),0%,-7%,0.2%,-1%,-34%,-11%,0%,?,?
CCOC(=O)c1c(/N=C/C2C(=O)NC(=S)NC2=O)sc2c1CCC2,5%,-14%,1.7%,4%,-2%,-14%,28%,i,10%
O=c1[nH]c(=O)n(Cc2ccc(F)cc2)c(O)c1C=NCCCn1ccnc1,-5%,6%,-0.6%,1%,-1%,-1%,8%,i,1%
CC(C)c1ccc(N=Cc2c(O)n(C3CC3)c(=S)[nH]c2=O)cc1,12%,5%,0.4%,1%,3%,17%,10%,?,25%
C[C@@H]1CN([C@H](C)CO)C(=O)CCCn2nncc2CO[C@@H]1CN(C)C(=O)Oc1cccc2ccccc12,-3%,·,3.8%,·,-23%,-3%,1%,i,·
CCC(c1nnnn1-c1ccc2c(c1)OCCO2)N1CCC2(CC1)C(=O)NCN2c1ccccc1 (centres undefined),6%,·,0.0%,·,-35%,1%,?,?,·
CCC(=NCc1cc(OC)cc(OC)c1)c1c(O)n(C)c(=O)n(C)c1=O,-1%,23µM*,0.4%,?,-7%,-24%,-19%,i,0%
CCN1CCOC(c2ccccc2)C1 (centres undefined),11%,5%,0.4%,0%,7%,0%,-7%,i,?
CCOC(=O)N1CCN(CC(O)COCCC23CC4CC(CC(C4)C2)C3)CC1 (centres undefined),2%,·,2.6%,0%,-9%,1%,2%,i,?
